# Screens from PubChem.
# D2 PAM: positive allosteric modulators of human D2 dopamine receptor | P14416 | HEK293 T-REx D2, calcium flux, EC20 dopamine potentiation | potentiation, % at 10 µM | hit rate 0.34% among 340,000;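 active means potentiation over 3 SD above the plate norm, cut at about 30% in these data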; further: 0% is about no effect
#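 Calcium flux readout, no-wash dye, 1 read/s. Inducible HEK293 Trex D2 line, overnight 30 C. Compound alone 180 s (agonist flags), then EC20 dopamine, another 180 s to score potentiation.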
# D1 PAM: human D1 dopamine receptor positive modulation. P21728. HEK293 TREx D1 cells, calcium flux, dopamine EC20 potentiation. potentiation, % at 10 µM. hit rate 0.036% among 360,000; in the data active means potentiation above about 30%; further: 0% is about no effect
# Target sequence (P21728 whole entry, looked up): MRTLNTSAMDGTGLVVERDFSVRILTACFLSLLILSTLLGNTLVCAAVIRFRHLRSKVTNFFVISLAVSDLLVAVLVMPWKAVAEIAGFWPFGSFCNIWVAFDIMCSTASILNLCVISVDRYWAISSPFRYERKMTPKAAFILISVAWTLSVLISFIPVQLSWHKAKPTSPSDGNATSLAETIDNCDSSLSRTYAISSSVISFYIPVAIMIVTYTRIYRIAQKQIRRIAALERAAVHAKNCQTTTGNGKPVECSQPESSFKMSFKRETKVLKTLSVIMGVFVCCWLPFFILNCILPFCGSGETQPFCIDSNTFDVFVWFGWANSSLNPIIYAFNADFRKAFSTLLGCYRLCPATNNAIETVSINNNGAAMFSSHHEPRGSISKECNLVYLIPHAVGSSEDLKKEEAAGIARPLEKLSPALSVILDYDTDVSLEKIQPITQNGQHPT
# LDHA inh: blocks human lactate dehydrogenase A; P00338; purified LDHA, NADH/diaphorase-resazurin fluorescence; hits give low values; activity change, % (values are at about 110 or 230 µM); hit rate 0.15% among 480,000; in the data active means activity change below about -30%; inconclusive means mostly about -25% to -30%;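 further: plate controls were DMSO wells for no effect and wells without enzyme for full effect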
#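 Enzyme activity of human lactate dehydrogenase 5 (2 nM; 0.06 mM NADH, 0.2 mM pyruvate, 5 min, RT) is measured via a resazurin/diaphorase fluorescence readout of residual NADH.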
# Vif-APOBEC3G blk: Vif-A3G binding inhibition. Q9HC16. HeLa A3G-eYFP + Vif (tagged APOBEC3G with the HIV-1 protein that degrades it), YFP fluorescence, overnight. Potency, µM (highest dose often 46.1 µM), without a hit: at the highest dose activity, negative = active, most hits filed as inhibitors. hit rate 0.076% among 410,000;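 further: potency means the concentration at half of the fitted maximal effect; on the % scale 0 is the no-effect control and ±100 the full control effect; nearly all actives have a fitted effect of over 60% in size; hits raise eYFP signal because A3G escapes Vif-driven loss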
# Target sequence (Q9HC16 whole entry, looked up): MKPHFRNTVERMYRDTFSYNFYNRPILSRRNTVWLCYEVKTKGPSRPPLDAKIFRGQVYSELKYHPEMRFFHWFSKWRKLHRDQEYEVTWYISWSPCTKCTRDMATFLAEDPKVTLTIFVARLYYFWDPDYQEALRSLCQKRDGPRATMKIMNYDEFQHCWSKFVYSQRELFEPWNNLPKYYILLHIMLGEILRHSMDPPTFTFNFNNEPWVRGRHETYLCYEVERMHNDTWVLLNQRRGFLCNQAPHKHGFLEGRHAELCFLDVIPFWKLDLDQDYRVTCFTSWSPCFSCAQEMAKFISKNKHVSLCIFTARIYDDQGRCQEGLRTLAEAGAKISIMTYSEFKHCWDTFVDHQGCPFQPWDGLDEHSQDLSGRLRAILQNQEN
#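 HeLa cells stably expressing Vif and C-terminally eYFP-tagged A3G, seeded overnight at 37 deg C, then exposed to compound by pintool overnight at 37 deg C. Rise in yellow fluorescence (Ex 488/Em 500-530, Acumen) marks blocked Vif-driven A3G degradation.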
# D1 antag: blocks dopamine activation of the human D1 receptor. HEK293 TREx D1 cells, calcium flux, dopamine EC80; hits give low values. activity change, negative = inhibition, % at 10 µM. hit rate 3.2% among 360,000. AID 504652; in the data active means activity change below about -30%; further: on the % scale 0 is the no-effect control and ±100 the full control effect
#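 HEK293 T-REx cells expressing inducible, force-coupled D1 receptor; no-wash Ca dye, 30–90 min RT. Cmpd → 180 s read at 1 Hz → EC80 DA → 180 s read.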
# RXFP1 ag: RXFP1 (human) receptor agonism; HEK293T-RXFP1 cAMP TR-FRET, 30 min; response scale: percent of porcine relaxin response, buffer zero; Q9HBX9; Potency, µM (doses to about 57.5 µM), for the others: top-dose activation, hits mostly activators; hit rate 0.3% among 370,000; further: potency means the concentration at half of the fitted maximal effect; on the % scale 0 is the no-effect control and ±100 the full control effect; nearly all actives have a fitted effect of over 60% in size; many of its hits are not listed in these tables
#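 HEK293 cells stably expressing RXFP1, treated 30 min at 37C with compounds plus PDE4 inhibitor Ro 20174; cAMP measured by HTRF TR-FRET. Normalized to buffer and 29 nM porcine relaxin; EC50 by Hill fit.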
# Vif-A3F inh: inhibitors of Vif-A3F interaction; HeLa A3F-eYFP + Vif (tagged APOBEC3F with the HIV-1 protein that degrades it), YFP fluorescence increase; AID 602313; Potency, µM (highest dose often 46.1 µM), inactives show at the highest dose activity, negative = active; hit rate 0.2% among 390,000; further: potency means the concentration at half of the fitted maximal effect; % of control where 0% means no effect; nearly all actives have a fitted effect of over 65% in size
#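 HeLa cells stably expressing Vif plus C-terminally eYFP-tagged A3F were seeded, incubated overnight at 37 deg C, dosed with compound, incubated overnight again at 37 deg C. Yellow fluorescence (Ex 488/Em 500-530) reported blocked Vif-mediated A3F-eYFP degradation.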
# Glioma ERSR ind: ER stress response induction in glioma | U87-MG GRP78 promoter luciferase reporter, 16 h | Potency, µM, without a hit: top-dose activation, most hits filed as activators | hit rate 0.02% among 420,000; further: potency means the concentration at half of the fitted maximal effect; series mostly up to about 76 µM; % of control where 0% means no effect; nearly all actives have a fitted effect of over 35% in size
#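 Stably transfected U87-MG glioma cells carrying a GRP78-based luciferase sensor; 16 h compound incubation. Luminescence end-point read 10 min after Bright-Glo addition at room temperature.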
# D1 ag: activates the human D1 dopamine receptor | P21728 | HEK293 T-REx D1 cells, calcium flux, agonist mode | activation, % at 2 µM | hit rate 1% among 360,000; in the data active means activation above about 30%; further: 0% is about no effect
#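 Tetracycline-induced HEK293 TREx D1 cells, force-coupled to calcium signalling, were dye-loaded with a no-wash calcium kit. Compound was pin-added after a 10 s baseline. Fluorescence was read kinetically at 1 cycle/s for 180 s, with calcium rises flagged as agonism.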
# An asterisk follows results filed as active; ? = inconclusive; · = no result given; & = joins results of further samples. Unless noted, the call rests on the fitted dose curve; in most records, active means well fitted curve in the direction sought with a large enough effect; inconclusive means small, poorly fitted or top-dose-only effect, or another doubt; inactive means no such curve, though single readings can be large; an effect the other way counts as inactive or inconclusive.
1. Cn1c(SCC(=O)NNC(=O)c2ccccc2)nnc1C(F)(F)F
2. O=C(c1ccc(NS(=O)(=O)c2cccc(C(F)(F)F)c2)cc1)N1CCCC1
3. CCN(CC)c1nn2c(=O)c(C(=O)NCc3cccc(C)c3)cnc2s1
4. c1ccc(CSc2nnc(C3CCNCC3)o2)cc1
5. CC(=O)N1CCCc2cc(S(=O)(=O)NC(C(=O)NC3CCCCC3)C(C)C)ccc21 (stereo not drawn)
6. CC(=O)c1ccc(N2CCN(C(=O)Nc3ccc(C(C)C)cc3)CC2)cc1
7. COc1ccc(NC(=O)C2CCN(Cc3cnn(-c4ccccc4)c3-n3cccc3)CC2)cc1OC
8. COC(=O)C(Cc1ccccc1)NC(=O)CC(C)CC(=O)Nc1ccc(C)cc1 (stereo not drawn)
assay / entry | 1 | 2 | 3 | 4 | 5 | 6 | 7 | 8
D2 PAM | 7 | · | -5 | -3 | 5 | 4&-4 | -17 | -1
D1 PAM | -4 | -7 | -5 | 0 | -1 | -4&-3 | -6 | -8
LDHA inh | 0 | -11 | -9 | -4 | -1 | -6&-2 | 4 | 0
Vif-APOBEC3G blk | 5% | 0% | -1% | -4% | 2% | -4% | 3% | 2%
D1 antag | 6 | 2 | -7 | 2 | 1 | -47* | -34* | 0
RXFP1 ag | 0.9% | 0.4% | 3.3% | -0.7% | 0.0% | -0.1%&-1.2% | 1.6% | 1.9%
Vif-A3F inh | 0% | 5% | -3% | 3% | -20% | 10% | 11% | 6%
Glioma ERSR ind | -4% | -4% | -3% | -2% | -2% | -3% | -1% | 5%
D1 ag | 1 | 1 | -1 | 3 | 3 | 5&13 | 35* | 1

9. Clc1ccc(-c2nc(NCCN3CCOCC3)c3ccccc3n2)cc1
10. Cc1c(C)n(Cc2ccccc2)c2ccc(C(=O)N3CCN(c4ccc(F)cc4)CC3)cc12
11. CC1CCN(CCOCCOc2ccccc2-c2ccccc2)CC1
12. O=C(CCN1CCCCC1=O)NC1CCCN(Cc2ccc(Cl)cc2)C1 (stereo not drawn)
13. COc1ccc(-c2cc(=O)oc3c(C)c(OC(C)C(=O)NCc4ccccn4)ccc23)cc1 (stereo not drawn)
14. COc1cccc(Oc2nc(-c3ccccc3O)nc3ccccc23)c1
15. Nc1ccc(C(=O)OCC(=O)N2CCN(C(=O)c3ccco3)CC2)cc1[N+](=O)[O-]
16. COc1ccc(-c2cc3ccccc3n2CC(O)CN2CCCCC2)cc1 (stereo not drawn)
assay / entry | 9 | 10 | 11 | 12 | 13 | 14 | 15 | 16
D2 PAM | 12 | 4 | -27 | 2 | -6 | -6 | 0 | -22
D1 PAM | -9 | 2 | -4 | -7 | -2 | 0 | -2 | -7
LDHA inh | -13 | 0 | -11 | 1 | -1 | -2&5 | -12 | -9
Vif-APOBEC3G blk | -10% | 4% | 0% | 0% | -9% | 0% | 1% | 1%
D1 antag | 7 | -74* | -12 | 5 | -13 | 7 | -6 | -15
RXFP1 ag | -0.2% | -2.6% | 2.7% | -2.9% | 3.6% | 12% | -0.5% | 6.1%
Vif-A3F inh | 4% | 0% | 2% | 5% | -1% | -8% | -1% | -5%
Glioma ERSR ind | 4% | -3% | -6% | -4% | -1% | -4% | -3% | -1%
D1 ag | 11 | 1 | 12 | 1 | 2 | 6 | 3 | 15

17. CNC(=S)N1N=C(c2ccc(OC)cc2)CC1c1ccc(N(C)C)cc1 (stereo not drawn)
18. CCOC(=O)c1[nH]c2ccccc2c1NC(=O)C(C)(C)C
19. O=C(CSc1n[nH]c(=O)n1-c1ccc2c(c1)OCCO2)Nc1ccccc1
20. CC(C)C(NC(=O)c1ccccc1NC(=O)c1ccco1)C(=O)O (stereo not drawn)
21. O=C(NCCCN1CCN(c2cccc(Cl)c2)CC1)c1nnc(Cc2ccc(F)cc2Cl)o1
22. Cc1cccc(C)c1N1C(=O)c2cccc([N+](=O)[O-])c2C1=O
23. O=C(Nc1ccc(OC(F)(F)F)cc1)N1CCN(c2ccnc3cc(Cl)ccc23)CC1
24. Cc1cc(Cl)c(S(=O)(=O)N2CCSCC2)cc1OCC(N)=O
assay / entry | 17 | 18 | 19 | 20 | 21 | 22 | 23 | 24
D2 PAM | 1 | 2 | -4 | 2 | -20 | 12 | -7 | -10
D1 PAM | 0 | -1 | 1 | 2 | -4 | 4 | -12 | -1
LDHA inh | 1 | 1 | -4 | -12 | -12 | 12 | 3 | 2
Vif-APOBEC3G blk | -1% | -2% | -1% | -1% | -14% | -3% | -7% | 0%
D1 antag | 1 | 17 | 5 | 3 | -34* | -26 | -41* | 4
RXFP1 ag | 0.1% | 0.6% | 0.6% | 0.9% | 0.4% | 0.2% | 1.8% | -0.5%
Vif-A3F inh | -5% | -4% | 2% | -13% | 2% | 0% | -8% | 4%
Glioma ERSR ind | 2% | 0% | 0% | -1% | -5% | -5% | -4% | -2%
D1 ag | 1 | 0 | 1 | 1 | 14 | -1 | 10 | 3

25. Cc1cc(C)c(S(=O)(=O)Nc2ccc(-c3cn4ccccc4n3)cc2)c(C)c1
26. COc1ccc(C)cc1NC(=O)C(c1ccccc1)N1CCN(CC(=O)N2CCCC2)CC1 (stereo not drawn)
27. CCOc1cccc(-c2cc(=O)[nH][nH]2)c1
28. COC(=O)c1c(NC(C)=O)sc2c1CCCCC2
29. O=c1cc(Cl)[nH]c(=O)n1CCNc1ncc(C(F)(F)F)cc1Cl
30. Cc1ccc(-c2cc3ncc4c(n3n2)-c2ccccc2OC4)cc1
31. CCCCn1c(N)c(N(CCOC)C(=O)CSc2n[nH]c(-c3ccc(OC)cc3)n2)c(=O)[nH]c1=O
32. Cn1cc(S(=O)(=O)N2CCN(c3cccc(Cl)c3)CC2)c(=O)n(C)c1=O
assay / entry | 25 | 26 | 27 | 28 | 29 | 30 | 31 | 32
D2 PAM | -6 | -7 | 2 | 8 | 3 | -10 | 11 | -6
D1 PAM | -6 | -1 | -5 | 4 | -2 | -3 | 0 | -1
LDHA inh | 0 | -5 | 0 | -1 | -6 | -1&1 | 0 | -7
Vif-APOBEC3G blk | -9% | -3% | 2% | 2% | -27% | -5% | 0% | -9%
D1 antag | -11 | 2 | 4 | 31 | -17 | -1 | -13 | -5
RXFP1 ag | -1.3% | 1.3% | -2.6% | -2.3% | 2.0% | 3.4% | 1.6% | -0.4%
Vif-A3F inh | 0% | -4% | 1% | 9% | ? | -1% | 10% | -23%
Glioma ERSR ind | -4% | -4% | -4% | -3% | 7% | 4% | -3% | -6%
D1 ag | 0 | 2 | 1 | 1 | 18 | -1 | 2 | 1

# Ordered by count of non-hydrogen atoms (low to high): some entries from above.
27. CCOc1cccc(-c2cc(=O)[nH][nH]2)c1
11. CC1CCN(CCOCCOc2ccccc2-c2ccccc2)CC1
12. O=C(CCN1CCCCC1=O)NC1CCCN(Cc2ccc(Cl)cc2)C1 (stereo not drawn)
23. O=C(Nc1ccc(OC(F)(F)F)cc1)N1CCN(c2ccnc3cc(Cl)ccc23)CC1
21. O=C(NCCCN1CCN(c2cccc(Cl)c2)CC1)c1nnc(Cc2ccc(F)cc2Cl)o1
assay / entry | 27 | 11 | 12 | 23 | 21
D2 PAM | 2 | -27 | 2 | -7 | -20
D1 PAM | -5 | -4 | -7 | -12 | -4
LDHA inh | 0 | -11 | 1 | 3 | -12
Vif-APOBEC3G blk | 2% | 0% | 0% | -7% | -14%
D1 antag | 4 | -12 | 5 | -41* | -34*
RXFP1 ag | -2.6% | 2.7% | -2.9% | 1.8% | 0.4%
Vif-A3F inh | 1% | 2% | 5% | -8% | 2%
Glioma ERSR ind | -4% | -6% | -4% | -4% | -5%
D1 ag | 1 | 12 | 1 | 10 | 14

# Next part.
33. CC1CCc2sc(C(=O)NC(C)C3CCCO3)cc2C1 (stereo not drawn)
34. COc1ccc(C(=O)NC(Cc2ccc(OC(=O)c3ccc(OC)cc3)cc2)C(=O)O)cc1 (stereo not drawn)
35. Cc1[nH]nc2c1C(c1cccs1)C1=C(CC(C)(C)CC1=O)N2 (stereo not drawn)
36. COc1ccc(C)cc1N(CC(=O)Nc1ccc(S(=O)(=O)N2CCCC2)cc1)S(C)(=O)=O
37. COc1ccccc1/C=C/C(=O)Nc1ccc(S(=O)(=O)Nc2cc(C)nc(C)n2)cc1
38. Cc1c2cnn(CC(=O)NCCCN3CCCCC3)c(=O)c2c(C)n1Cc1ccccc1
39. COc1ccc(-c2cc(C(F)F)n3ncc(C(=O)NCC4CCCO4)c3n2)cc1 (stereo not drawn)
40. COc1ccc(C(=O)Nc2ccc(S(=O)(=O)Nc3nccc(C)n3)cc2)cc1
assay / entry | 33 | 34 | 35 | 36 | 37 | 38 | 39 | 40
D2 PAM | -1 | 8 | -6 | -5 | -11 | -7 | 3 | 14
D1 PAM | 7 | 3 | -4 | -5 | -6 | -4 | 2 | -3
LDHA inh | 1 | 2 | 2 | -5 | 0 | 2 | -2 | -4
Vif-APOBEC3G blk | -4% | -11% | -8% | -1% | -4% | 0% | -3% | -1%
D1 antag | 8 | 5 | 8 | -25 | -2 | 6 | 3 | 8
RXFP1 ag | -2.7% | 1.7% | 3.4% | -3.0% | 2.6% | 3.8% | 5.1% | 1.6%
Vif-A3F inh | 0% | -7% | 7% | 1% | 3% | 2% | 3% | 0%
Glioma ERSR ind | 2% | -7% | -5% | -4% | -3% | -2% | -2% | -3%
D1 ag | -3 | 4 | 1 | 6 | 0 | 3 | 3 | 3

41. O=C(NCc1cc([N+](=O)[O-])ccc1O)c1cccnc1Sc1ccc(Cl)cc1
42. COc1ccc(S(=O)(=O)n2ccnc2C)c(C)c1C
43. CN(C(=O)CSc1nnc(-c2ccc(Cl)cc2)n1C)C1CCS(=O)(=O)C1 (stereo not drawn)
44. CC(=O)Nc1ccc(S(=O)(=O)N2CCN(c3ccc([N+](=O)[O-])c(NCCN4CCOCC4)c3)CC2)cc1
assay / entry | 41 | 42 | 43 | 44
D2 PAM | 14 | 14 | · | -10
D1 PAM | 0 | 5 | · | 0
LDHA inh | -1 | 2 | 1 | -3
Vif-APOBEC3G blk | 1% | 3% | 0% | -8%
D1 antag | 14 | -2 | · | -10
RXFP1 ag | -2.5% | -1.5% | · | 0.3%
Vif-A3F inh | -5% | -1% | 0% | 2%
Glioma ERSR ind | -4% | -3% | -3% | -5%
D1 ag | 1 | 3 | · | 1

# Some of the compounds tested; the hit share may differ from the screen's.
